# ELG1 genotox: qHTS screen for small molecules that induce genotoxicity in human embryonic kidney (HEK293T) cells expressing luciferase-tagged ELG1; HEK293T ELG1-luciferase reporter, luminescence, 16 h; Potency, µM (doses to about 46 µM), inactives show at the highest dose activity change, positive = activation, usual class: activators; 330,000 compounds, 1.3% hits; AID 504466, 2011; note: potency is the fitted concentration of half-maximal effect; % of control where 0% means no effect; nearly all actives have a fitted effect of over 60% in size
#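 Luminescence read-out: rising ELG1-luciferase signal, reflecting elevated ELG1 protein under genetic stress, flags genotoxic compounds. Cells were treated for 16 hr at 37 °C before ONE-Glo detection.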
# FLuc counter: qHTS profiling assay for firefly luciferase inhibitor/activator using purifed enzyme and Km concentrations of substrates (counterscreen for miR-21 project). 360,000 compounds, 6.9% hits. Potency, µM (titrated, usually from 57.5 µM), without a hit: top-dose activity change, negative = inhibition, actives largely listed as inhibitors. purified FLuc, Km substrates, luminescence inhibition. AID 588342, 2011. Luciferin 4-monooxygenase (Photinus pyralis), P08659;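 note: potency is the fitted concentration of half-maximal effect; plate controls were vehicle for no effect and reference inhibitor for full effect; nearly all actives have a fitted effect of over 55% in size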
# Target sequence (P08659 whole entry, looked up): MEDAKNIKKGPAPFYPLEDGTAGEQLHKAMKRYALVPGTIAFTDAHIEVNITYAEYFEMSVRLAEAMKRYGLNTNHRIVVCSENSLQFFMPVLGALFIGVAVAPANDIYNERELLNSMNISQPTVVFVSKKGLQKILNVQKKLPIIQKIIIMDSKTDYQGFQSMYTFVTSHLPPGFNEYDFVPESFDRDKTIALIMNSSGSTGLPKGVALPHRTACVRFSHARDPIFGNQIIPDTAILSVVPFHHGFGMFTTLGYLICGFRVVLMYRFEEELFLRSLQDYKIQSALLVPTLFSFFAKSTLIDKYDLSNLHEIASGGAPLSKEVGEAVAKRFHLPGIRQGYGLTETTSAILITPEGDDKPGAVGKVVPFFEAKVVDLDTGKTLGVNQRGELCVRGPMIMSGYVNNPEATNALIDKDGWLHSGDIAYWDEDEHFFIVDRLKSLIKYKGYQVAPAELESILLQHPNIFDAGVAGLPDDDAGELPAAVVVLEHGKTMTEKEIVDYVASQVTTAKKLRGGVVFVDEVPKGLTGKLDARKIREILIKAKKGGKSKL
#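 Biochemical qHTS of compounds, final roughly 60 µM downward over six points, against 10 nM purified firefly luciferase using Km concentrations of substrates (10 uM D-luciferin, 10 uM ATP) in Tris acetate pH 7.5 buffer; luminescence output.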
# Gal4-VP16 FLuc: VP16 counterscreen qHTS for inhibitors of ROR gamma transcriptional activity; Drosophila S2 Gal4-VP16 UAS-luciferase, luminescence, 20 h; Potency, µM (doses to about 53.6 µM), for inactives: at the highest dose activity, negative = inhibition, most hits filed as inhibitors; 310,000 compounds, 3.5% hits;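 note: Gal4-VP16 expression switched on by copper sulfate through the metallothionein promoter; potency is the fitted concentration of half-maximal effect; % is set by controls: 0 for no effect and ±100 for the full control effect; nearly all actives have a fitted effect of over 50% in size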
# RORg inh: qHTS for inhibitors of ROR gamma transcriptional activity; Nuclear receptor ROR-gamma (Mus musculus), P51450; Drosophila S2 Gal4-RORgamma UAS-luciferase reporter, 20 h; Potency, µM (titrated, usually from 53.6 µM), inactives show at the highest dose activity change, negative = inhibition, hits mostly inhibitors; 310,000 compounds, 5.4% hits; AID 2551, 2010; note: potency is the fitted concentration of half-maximal effect; % is set by controls: 0 for no effect and ±100 for the full control effect; nearly all actives have a fitted effect of over 60% in size
# Target sequence (P51450 whole entry, looked up, the tested form may be a part): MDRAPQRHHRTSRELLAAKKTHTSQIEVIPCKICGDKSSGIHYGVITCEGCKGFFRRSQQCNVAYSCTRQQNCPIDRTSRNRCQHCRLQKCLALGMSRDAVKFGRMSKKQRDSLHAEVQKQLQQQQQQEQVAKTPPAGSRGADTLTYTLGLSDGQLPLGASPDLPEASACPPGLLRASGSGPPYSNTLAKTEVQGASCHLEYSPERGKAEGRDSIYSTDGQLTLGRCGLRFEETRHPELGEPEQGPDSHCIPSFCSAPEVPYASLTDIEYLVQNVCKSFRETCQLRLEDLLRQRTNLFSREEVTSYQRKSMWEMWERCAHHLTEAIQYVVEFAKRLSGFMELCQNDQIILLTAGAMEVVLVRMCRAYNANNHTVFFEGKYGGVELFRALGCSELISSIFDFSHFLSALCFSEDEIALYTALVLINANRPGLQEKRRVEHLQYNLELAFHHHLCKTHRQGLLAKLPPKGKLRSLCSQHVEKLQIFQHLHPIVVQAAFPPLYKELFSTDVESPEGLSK
#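 Using a luciferase readout, inhibitors were identified by reduced reporter activity in Drosophila cells coexpressing a copper-inducible Gal4–ROR gamma fusion and UAS-driven Photinus luciferase, incubated 20 hr after 700 uM copper sulfate.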
# NPC1 prom act: qHTS Assay for NPC1 Promoter Activators; Huh7 NPC1 promoter luciferase reporter, 24 h; Potency, µM (series often up to 9.22 µM), for inactives: top-dose activation, usual class: activators; 320,000 compounds, 2.4% hits; AID 485313, 2010;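 note: potency is the fitted concentration of half-maximal effect; % of control where 0% means no effect; nearly all actives have a fitted effect of over 60% in size; reporter is driven by a mutant NPC1 promoter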
#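 In 1536-well qHTS, Huh7 cells harboring an NPC1 promoter–luciferase construct received compound for 24 h; activation was quantified by luminescence following luciferase reagent addition.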
# KCNH2 3.1 block: qHTS for Inhibitors of KCHN2 3.1: Mutant qHTS. U2OS KCNH2 3.1, thallium flux FluxOr; hits give low values. AID 720553, 2013. Potassium voltage-gated channel subfamily H member 2, brain isoform KCNH2 3.1 (human). 340,000 compounds, 0.95% hits. activity change, % (tested at about 1.8 µM);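 active = maximum activity change below -70%; inconclusive = maximum activity change from -70% to -50%; inactive = maximum activity change above -50%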;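 note: thallium influx rate constant from kinetic fluorescence after stimulation buffer; % is set by controls: 0 for no effect and ±100 for the full control effect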
#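 Virally transduced U2OS (3.1 isoform, 4 h infection in dark at RT) → overnight 37 C → FluxOr + Red40 in HBSS/HEPES, 45 min → stimulation buffer, 2 min kinetic read → rate constant vs DMSO controls.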
# Rab9 promoter act: qHTS Assay for Rab9 Promoter Activators | Potency, µM (doses to about 9.22 µM), for the others: at the highest dose activation, negative = inhibition, usual class: activators | Huh7 Rab9 promoter-luciferase reporter, luminescence, 24 h | 320,000 compounds, 2.8% hits; note: potency is the fitted concentration of half-maximal effect; % of control where 0% means no effect; nearly all actives have a fitted effect of over 60% in size
#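 Steps: seed 1500 Huh7 Rab9-luc cells per well, rest 2 h at 37 °C; add compound in DMSO; incubate 24 h; add luciferase reagent, 10 min ambient; read luminescence.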
# Tb PFK inh: qHTS Assay to Find Inhibitors of T. brucei phosphofructokinase; Potency, µM (top dose mostly 57.5 µM), without a hit: top-dose activity, negative = inhibition, most hits filed as inhibitors; 330,000 compounds, 0.17% hits; T. brucei PFK, ADP-Glo luminescence; AID 485367, 2010; ATP-dependent 6-phosphofructokinase (Trypanosoma brucei brucei), O15648;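 note: potency is the fitted concentration of half-maximal effect; 0% = uninhibited 1x PFK enzyme wells and -100% = no-enzyme wells; nearly all actives have a fitted effect of over 60% in size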
#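 Activity is normalized to no-enzyme wells (full inhibition) and 1.25 nM enzyme wells (no inhibition). Reaction: 0.5 mM F6P, 0.1 mM ATP, 45 min RT, ADP-Glo luminescence; concentration-response curves fitted and classed by quality.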
# FBPA coupling cs: qHTS Assay for Inhibitors of Fructose-1,6-bisphosphate Aldolase from Giardia Lamblia: Coupling assay counterscreen; 290,000 compounds, 0.67% hits; AID 2472, 2010; coupling enzyme system counterscreen, AmpLite Red fluorescence; activity change, negative = inhibition, % at 58.2 µM, hits read low; in the data active = activity change below about -30%; note: % is set by controls: 0 for no effect and ±100 for the full control effect
#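 Coupling enzymes only (glyceraldehyde-3-phosphate) + compound, at 57.5 uM final, 10 min RT; add substrate/coupling/AmpLite Red mix, 20 min RT; fluorescence ex 525/em 598 nm. Actives flag coupling-system interference.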
# Giardia kill: Small Molecules that selectively kill Giardia lamblia: qHTS; Giardia lamblia trophozoite viability; activity change, % at 7.66 µM, hits read low; 340,000 compounds, 0.15% hits; AID 540267, 2011; in the data active = activity change below about -80%; inconclusive = between about -30% and that limit;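 note: parasites exposed to compound for two days anaerobically before the ATP read; % is set by controls: 0 for no effect and ±100 for the full control effect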
#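 Anaerobic 48 hrs incubation at 37 deg C of 100 trophozoites/well with test compounds; ATPLite 1-Step luminescence, 15-30 min RT, reports cellular ATP as viability.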
# uPA generation: qHTS for Inhibitors of Cell Surface uPA Generation | Potency, µM (titrated, usually from 38.3 µM), for inactives: at the highest dose activity change, negative = inhibition, hits mostly inhibitors | cell surface uPA generation assay, qHTS | 330,000 compounds, 0.31% hits; active = well fitted inhibition curve with a large enough effect; inconclusive = small, poorly fitted or top-dose-only effect; inactive = no such curve, though single readings can be large or run the other way; tested in mouse RAW 264.7 cells; note: potency is the fitted concentration of half-maximal effect; % is set by controls: 0 for no effect and ±100 for the full control effect; nearly all actives have a fitted effect of over 55% in size
# The depositor's hits bear a star; ? = inconclusive; . = no result given; [ ] = another dose, or the depositor's remark. Unless noted, calls come from the whole dose curve; as a rule, active = well fitted curve in the direction sought with a large enough effect; inconclusive = small, poorly fitted or top-dose-only effect, or another doubt; inactive = no such curve, though single readings can be large; an effect the other way counts as inactive or inconclusive.
# The opening three records, to show the layout:
SMILES,ELG1 genotox,FLuc counter,Gal4-VP16 FLuc,RORg inh,NPC1 prom act,KCNH2 3.1 block,Rab9 promoter act,Tb PFK inh,FBPA coupling cs,Giardia kill,uPA generation
C=CC[C@@H](CC(=O)N[C@@H](CO)Cc1ccccc1)C(=O)N[C@H](COC(=O)[C@@H](CC=C)Cc1ccc(F)cc1)C(C)(C)C,-8%,.,.,.,.,-24,.,0%,.,-6,-10%
N#Cc1cccc(NC(=O)CSc2ccc3c4c(cccc24)C(=O)c2ccccc2-3)c1,2%,0%,3%,27%,9%,-78*,9%,4%,-1,-29,0%
Cc1cccc(OCCCC(=O)O)c1,2%,-2%,-7%,-21%,1%,-5,7%,?,2,-21,9%

# Main list, from the first entry:
SMILES,ELG1 genotox,FLuc counter,Gal4-VP16 FLuc,RORg inh,NPC1 prom act,KCNH2 3.1 block,Rab9 promoter act,Tb PFK inh,FBPA coupling cs,Giardia kill,uPA generation
C=CC[C@@H](CC(=O)N[C@@H](CO)Cc1ccccc1)C(=O)N[C@H](COC(=O)[C@@H](CC=C)Cc1ccc(F)cc1)C(C)(C)C,-8%,.,.,.,.,-24,.,0%,.,-6,-10%
N#Cc1cccc(NC(=O)CSc2ccc3c4c(cccc24)C(=O)c2ccccc2-3)c1,2%,0%,3%,27%,9%,-78*,9%,4%,-1,-29,0%
Cc1cccc(OCCCC(=O)O)c1,2%,-2%,-7%,-21%,1%,-5,7%,?,2,-21,9%
CC(C)(C)OC(=O)N1CCN(c2ccc([N+](=O)[O-])cc2)CC1,-4%,-1%,-1%,?,-1%,-1,-15%,-5%,1,7,7%
Cc1ccccc1Cn1c(-c2ccc(=O)[nH]c2)nc2ccccc21,9%,5%,27%,-44%,-2%,-13,2%[1.84 µM],0%,-4,21,-3%
O=C(c1cnn(-c2cccc(F)c2)c1)c1ccccc1O,?,3.8µM*,1%,-14%,?,-2,0%[1.84 µM],5%,1,-8,-2%
O=C(Cn1nc(-c2ccc(Cl)cc2)ccc1=O)NCc1ccc2c(c1)OCO2,-6%,-4%,-2%,?,1%,-5,-10%,0%,3,-3,25%
Cc1c(C(=O)N(C)C(C)c2ccncn2)oc2c(F)cccc12 (stereo not given),11%,-4%,4%,4%,28%,6,11%,1%,.,-12,-16%
O=S(=O)(c1cccc(F)c1)N1CCc2sccc2C1c1ccc(OC(F)(F)F)cc1 (stereo not given),-7%,-1%,-7%,17%,0%,-12,-1%,-12%,0,-6,14%
O=C(NCc1cccs1)C1CCN(c2ccc(S(=O)(=O)N3CCOCC3)cc2Cl)CC1,-9%,1%,-9%,?,-21%,-9,-12%,-3%,-2,-6,-14%
Cc1ccc(S(=O)(=O)Nc2ccc(C(=O)N3CCN(c4ccccc4O)CC3)cc2)cc1[N+](=O)[O-],-3%,-1%,.,.,4%,-8,-1%,-3%,.,-2,-12%
O=C(CSc1nccc(-c2cccs2)n1)Nc1cccc(Cl)c1Cl,-5%,6%,-3%,24%,-1%,-3,1%,0%,1,2,8%
CCOc1ccc(CCNC(=O)CS(=O)(=O)Cc2nc(-c3ccccc3F)oc2C)cc1,-11%,3%,-4%,22%,11%,39,-6%,-6%,.,20,0%
COCCCn1c(=O)/c(=C\c2ccccc2OC(C)C)s/c1=C(/C#N)C(=O)Nc1ccc(C(=O)O)cc1,-10%,1%,-27%,44%,-5%,10,-2%,1%,0,0,1%
CC1(C)C2CC=C(/C=N/NC(=O)c3ccccc3Br)C1C2 (stereo not given),2%,-1%,-4%,2%,0%,-37,0%,-9%,0,2,22%
COc1cc2[nH]c(=O)n(CCCCCC(=O)NCCCN3CCCC3=O)c(=O)c2cc1OC,-2%,-3%,-8%,-11%,0%,16,-11%,-10%,-1,-5,.
CCOc1ccc(N(CC(=O)Nc2ccccc2F)S(=O)(=O)c2c(C)[nH]c(=O)[nH]c2=O)cc1,-1%,-2%,-3%,-25%,-2%,-17,-3%,-7%,.,-12,0%
CC(c1ccccc1)n1c(-c2ccccc2F)n[nH]c1=S (stereo not given),-2%,0%,6.3µM*,7.1µM*,-6%,-3,1%,1%,0,-3,0%
O=C(C1CCC1)N1CCc2cc(S(=O)(=O)NC3CCCC3)ccc21,-7%,-1%,-20%,14%,1%,-1,0%,1%,4,15,1%
COc1ccc(-c2cc(N)n(S(=O)(=O)Cc3ccccc3)n2)c(OC)c1,-4%,0%,7%,32%,-6%,3,2%,-2%,-7,11,12%
O=C(CSc1ccc(-c2cccnc2)nn1)Nc1ccc(Br)cc1,-16%,-17%,-7%,23%,-4%,-8,-4%,-8%,1,-6,-2%
Cc1ccc(C(=O)Nc2ccc(N3CCOCC3)cc2)cc1,21µM*,12µM*,6%,2%,2.8µM*,1,4µM*,4%,0,-11,-19%
CCc1nc(OCC(=O)c2ccccc2)c(C#N)c2c1COC(C)(C)C2,5%,3%,0%,-10%,-2%,20,4%,4%,3,-22,4%
CC(C)(O)C#Cc1ccc(C(=O)N2CCN(C(=O)c3ccco3)CC2)cc1,-5%,2%,10%,-4%,-1%,-3,0%,5%,2,2,0%
CCOC(=O)N1CCC(Nc2c(NCCCN3CCN(c4ccc(OC)cc4)CC3)c(=O)c2=O)CC1,0%,6%,-5%,17%,1%,-6,-4%,6%,1,1,-2%
O=C1NN(c2ccccc2)C(=O)/C1=C/c1cccs1,1%,19µM*,8%,-29%[10 µM],-4%,.,-10%,11%,-2,.,.
COc1ccccc1NC(=O)CSc1nnc(COc2ccc(Cl)cc2)n1Cc1ccco1,-22%,-18%,-2%,-27%,0%,?,-1%,-2%,1,1,-4%
CC(=O)c1c(C)nc(-c2ccc(Cl)cc2)nc1N=CN(C)C,9.2µM*,?,11%,?,4µM*,7,2.8µM*,2.7µM*,4,-2,2%
CC(=O)c1cc(NC(=O)c2ccccc2)c(=O)oc1/C=C/N(C)C,0%,-15%,1%,-6%,0%,0,0%,2%,0,6,0%
CCO[C@H]1OC(C(=O)NCc2nc3ccccc3[nH]2)=C[C@@H](C2CC2)[C@@H]1CCCO,?,0%,-21%,-5%,-24%,-18,-17%,-1%,4,5,?
O=C(Cc1ccccc1F)NCC(=O)Nc1ccccc1Br,5%,-1%,0%,0%,10%,13,-31%[inhibitor],-5%,9,0,0%
Cc1cccc(NC(=O)CN2CCC(C(=O)c3ccc4c(c3)OCCO4)CC2)c1,-8%,6%,?,42%,-1%,-10,-5%,4%,1,10,-3%
CNC(=O)C(=O)NCCC1CCCCN1S(=O)(=O)c1cccs1 (stereo not given),-5%,1%,.,.,6%,1,-39%[inhibitor],24%,.,29,-3%
Cc1cc(=O)c(C(=O)O)nn1-c1ccccc1,-3%,6%,5%,-3%,-4%,10,2%,5%,1,27,0%
CCN(CC(=O)NC(C)C)C(=O)CCNC(=O)c1ccc(Cl)cc1,0%,3%,.,-10%[0.365 µM],-6%,2,-6%,-8%,2,3,2%
O=C(COc1ccc(Cl)cc1)NCc1nnc(SCC(=O)NCC2CCCO2)o1 (stereo not given),-2%,0%,-8%[10 µM],5%,-2%,5,-10%,-6%,-1,7,-18%
CCc1ccc(-c2cc(C(F)(F)F)n3nc(C(=O)Nc4cnn(Cc5ccccc5C)c4)cc3n2)s1,8%,8%,-3%,-4%,-5%,6,-3%,-2%,2,-7,.
CCOC(=O)C1CCN(c2nc(-c3ccccc3)nc3c2oc2ccccc23)CC1,-9%,3%,1%,-1%,-2%,1,0%,1%,1,-11,8%
Cc1ccc(CNC(=O)C(CCC(N)=O)NC(=O)OCc2ccccc2)cc1 (stereo not given),3%,3%,-9%,-6%,0%,-24,-6%,0%,3,-14,0%
CC[C@]12c3[nH]c4ccccc4c3CCN1C(=O)C(CC(=O)NC/C=C(\C)CCC=C(C)C)C[C@@H]2C(=O)N1CCN(C(=O)c2ccco2)CC1 (stereo not given in full),-10%,.,.,.,.,5,.,-2%,.,10,?
